PV pol inh = poliovirus RdRp elongation inhibitors, primary screen, biochemical, fluorescence polarization, total intensity. poliovirus polymerase elongation; hits give low values. AID 588519, 2011. actives 0.66% (n = 150,000). Genome polyprotein (Poliovirus type 1 (strain Mahoney)), P03300. % elongation, % (compound at 16.7 µg/mL); in the data active = % elongation below about 90%; note: some results filed as inactive read as strong as hits
Target sequence (P03300 1749-2209 limits assumed): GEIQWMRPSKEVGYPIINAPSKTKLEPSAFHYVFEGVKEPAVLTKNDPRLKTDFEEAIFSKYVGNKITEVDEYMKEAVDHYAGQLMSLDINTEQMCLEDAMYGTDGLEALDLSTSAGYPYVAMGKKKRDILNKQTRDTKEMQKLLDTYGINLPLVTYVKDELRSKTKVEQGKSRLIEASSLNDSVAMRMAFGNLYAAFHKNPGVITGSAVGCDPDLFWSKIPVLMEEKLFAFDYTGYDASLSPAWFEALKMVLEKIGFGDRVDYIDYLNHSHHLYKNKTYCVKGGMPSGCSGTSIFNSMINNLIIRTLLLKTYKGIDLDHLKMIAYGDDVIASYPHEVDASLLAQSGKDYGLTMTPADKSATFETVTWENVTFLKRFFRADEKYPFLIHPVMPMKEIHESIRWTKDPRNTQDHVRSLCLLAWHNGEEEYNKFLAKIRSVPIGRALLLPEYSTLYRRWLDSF
PV pol inh FP z-score = further read-out of PV pol inh, marked with its call; z-score; measured here: FP z-score; hits read low
* = called active by the depositor. The list is partial. The share of hits here may be higher or lower than overall.

SMILES | PV pol inh | PV pol inh FP z-score
O=C(O)c1ccccc1O | 101.0 | 0.5
COc1ccc(Cl)cc1NC(=O)Cn1nc(C(F)(F)F)c2c1CCCC2 | 109.0 | 1.1
Cn1c(SCc2ccc(F)c3ccccc23)nc2ccccc2c1=O | 104.0 | 0.1
O=C(CSc1ncc2c(n1)-c1cc(Cl)ccc1N(Cc1ccccc1)S2(=O)=O)NCCc1ccccc1 | 119.0 | 0.9
Cc1ccc(NC(=O)C(=O)NCC(c2ccc3c(c2)OCO3)N2CCN(C)CC2)cc1C (centres undefined) | 105.0 | -0.6
CCc1ccc(NC(=O)Nc2cccs2)cc1 | 106.0 | 1.6
Cc1nn(C(=O)C2CCCN2S(=O)(=O)c2ccccc2)c(C)c1Sc1ccccc1 (centres undefined) | 103.0 | 0.3
CCOC(=O)c1c(NC(=O)CSc2cc(C)c3ccccc3n2)sc2c1CCC2 | 104.0 | 0.5
COc1ccc(NC(=O)c2ccco2)cc1NC(=O)COc1ccccc1Cl | 107.0 | 0.3
CNC(=O)C(C)n1c2ccccc2c2nc(=O)cc(C)n21 (centres undefined) | 103.0 | 0
COc1ccc(-c2nnc(SCCN3C(=O)c4ccccc4C3=O)o2)cc1 | 105.0 | 0.2
O=C(Nn1cnc2c(cnn2-c2ccccc2)c1=O)c1ccccc1 | 100.0 | 0
COC(=O)c1cnn2c(C(F)(F)F)cc(-c3ccccc3)nc12 | 101.0 | -0.3
COc1ccc(C(=O)Cc2ccc(OC)c(OC)c2)c(OC)c1 | 98.0 | -0.7
c1ccc(CNC2CCCC2)nc1 | 103.0 | 0.3
C=CCOc1ccccc1CN1CCCCC1 | 101.0 | 0.4
CC(C)C(=O)Nc1nc(OC(=O)N(c2ccccc2)c2ccccc2)c2[nH]cnc2n1 | 106.0 | 0.3
CCOc1ccccc1N(CC(=O)NCCSc1ccccc1)S(=O)(=O)c1ccccc1 | 102.0 | -0.3
CCn1c(-c2ccccc2)c(C(=O)CSc2nnc(-c3cccnc3)n2N)c2ccccc21 | 108.0 | 0.4
COC(=O)c1ccc(CSc2ncnc3[nH]ncc23)cc1 | 95.0 | -0.8
Cc1ccccc1NC(=O)Cn1c(=O)n(CCCS(=O)(=O)C2CCCCC2)c(=O)c2ccccc21 | 104.0 | 0.7
CCOC(=O)/C(C#N)=C1\SCC(=O)N1c1ccc(OC)cc1 | 107.0 | 0.6
CCCCC1(C)OC(=O)C(=Cc2ccc(OCC)c(OC)c2)C(=O)O1 (centres undefined) | 105.0 | 0.8
CC(=O)c1ccc(NC(=O)C(C)n2nc(-c3ccccc3)ccc2=O)cc1 (centres undefined) | 108.0 | 0.4
CC(C)C(NC(=O)c1ccccc1)C(=O)N1CCCCCC1 (centres undefined) | 102.0 | 0.2
O=C(c1ccccc1)N1CCC(O)(c2cccnc2)CC1 | 101.0 | -0.4
Cc1nnc(SCc2cccc(C(=O)c3ccccc3)c2)[nH]c1=O | 100.0 | -0.3
CCn1c(=O)cc(SCC(=O)N2CCCCC2)c2ccccc21 | 101.0 | -0.6
CN(CCN1CCOCC1)C1CCN(C(=O)CNC(=O)/C=C/c2cccs2)CC1 | 101.0 | 0.4
CC1CCc2c(sc(NC(=O)Cc3ccccc3)c2C(=O)Nc2ccc(Cl)cc2)C1 (centres undefined) | 103.0 | 0

For reference, part of the list above.
SMILES | PV pol inh | PV pol inh FP z-score
CCOC(=O)c1c(NC(=O)CSc2cc(C)c3ccccc3n2)sc2c1CCC2 | 104.0 | 0.5
COc1ccc(NC(=O)c2ccco2)cc1NC(=O)COc1ccccc1Cl | 107.0 | 0.3

Other compounds
SMILES | PV pol inh | PV pol inh FP z-score
COc1ccc(CNCCN(C)C)cc1 | 106.0 | 0.3
COC(CN(C)S(=O)(=O)c1ccc(Br)cc1)OC | 105.0 | 1
COc1ccc(C(=O)c2c(N)c(C(=O)Nc3ccccc3Cl)c3ccccn23)cc1 | 101.0 | -1
CN(C1CCCCC1)S(=O)(=O)c1cn(C)c(=O)n(C)c1=O | 105.0 | 0.2
CCCCN(CC)CCNC(=O)C1CCN(c2nnc(C)c3c(C)n(-c4ccc(C)cc4)nc23)CC1 | 98.0 | -1.3
CCS(=O)(=O)CC(C)C | 104.0 | 0.9
OC(COC(c1ccccc1)c1ccccc1)CN1CCCCC1 (centres undefined) | 105.0 | 1.2
COc1ccc(Br)cc1Cn1nnc(C(=O)Nc2cccc(SC)c2)c1N | 103.0 | -0.8
Cc1nn(-c2ccc(Cl)cc2)c2sc(C(=O)N3CCCCC3)cc12 | 105.0 | 0.5
CCOC(=O)Cn1c(=O)sc2ccccc21 | 103.0 | 0.2
COc1ccc(OC)c(CNC(=O)CCCn2nc(C)c3c(C)n(-c4ccc(C)cc4)nc3c2=O)c1 | 102.0 | -1.3
O=C1CC(c2ccc(S(=O)(=O)NCCOc3ccccc3)cc2)CN1 (centres undefined) | 103.0 | 1.2
O=C(N/N=C/c1ccccc1)Nc1ccccc1 | 104.0 | 0.6
O=S1(=O)CCN=C2C(Cl)=CC(C(F)(F)F)=CN21 | 102.0 | 0.2
O=C(Cc1ccccc1)Nn1cnc2c(cnn2-c2ccccc2)c1=O | 101.0 | 0.1
Cc1ccc(NC2=Nc3ccccc3SC2)cc1 | 102.0 | 0.1
O=C1CCCc2c1[nH]c1ccccc21 | 102.0 | 0.2
Cc1ccc(S(=O)(=O)N2CCCc3cc(NC(=O)c4ccccc4Cl)ccc32)cc1 | 113.0 | 1.1
Cc1cccc(OC(C)C(=O)NCC2(N(C)C)CCCCC2)c1C (centres undefined) | 108.0 | 0.3
COc1ccc(CNC(=O)C2CC(=O)N(C(C)(C)C)C2)cc1 (centres undefined) | 101.0 | -1
Cc1nccn1-c1ccc(C(F)(F)F)cc1N | 101.0 | 0
NC(=S)Nc1ccc2c(c1)OCCO2 | 100.0 | -0.2
Cc1cc(C)n(NC(=S)NCc2cccs2)c(=O)c1C#N | 106.0 | 0.3
CCC(Sc1nnc(N)s1)C(=O)Nc1ccc(S(N)(=O)=O)cc1 (centres undefined) | 102.0 | 0.7
C1=Cc2ccccc2N2CC(c3ccc4ccccc4c3)N=C12 (centres undefined) | 109.0 | 0.5
O=C(Nc1ccc2oc(-c3cccnc3)nc2c1)c1ccc(-c2ccc(OC(F)(F)F)cc2)o1 | 104.0 | -0.1
Cc1cccc(CSc2cn(CC(=O)N3CCCCC3)c3ccccc23)c1 | 113.0 | -0.2
CC1CN(S(=O)(=O)c2cccc(C(=O)OCC(N)=O)c2)CC(C)O1 (centres undefined) | 102.0 | -0.6
CC1(C)Cc2ccccc2/C(=C(/C#N)c2ccccc2)N1 | 98.0 | -0.4
CN(C)C(=O)C(OC(=O)c1cn(C)c2ccccc12)c1ccccc1 (centres undefined) | 105.0 | 0.4

(list continues)
Structure	PV pol inh	PV pol inh FP z-score
O=C(O)CCc1ccc(-c2cccs2)n1NC(=O)c1cccs1	100.0	0.1
CCN(CC)S(=O)(=O)c1ccc(S(=O)(=O)N2CCN(C)CC2)cc1	101.0	-0.2
CCOC(=O)C1CCN(C(=S)NC2Cc3ccccc3C2)CC1	100.0	-0.2
Cc1ccc(CNS(=O)(=O)c2ccc(C(=O)N(C)C)s2)cc1	107.0	0.1
Cc1c(Cl)cccc1NC(=O)CSc1nc(=O)n(Cc2ccncc2)c2c1CCC2	109.0	0.6
COc1ccc(N(C)C(=S)Nc2ccc3nc(-c4ccco4)c(-c4ccco4)nc3c2)cc1	95.0	-1.7
CSc1ccc(C2CC(=O)N3CN(C)CSC3=C2C#N)cc1 (centres undefined)	99.0	-0.9
CCc1ccc(CNC(=O)CCn2c(=O)oc3ccccc32)cc1	103.0	0.3
CCC(=O)c1cn(CC(=O)NCCOc2ccc(Cl)cc2)c2ccccc12	101.0	0
O=C(NC1CCCCCC1)c1cccc(N2CCCC2=O)c1	102.0	0.2
Cc1ccc(C)c(N2CCN(C(=O)CCS(=O)(=O)c3cc(Br)cc4c3N(C(=O)C3CC3)CC4)CC2)c1	105.0	0
Cc1ccc2c(c1)N(CCC(=O)O)C(=O)CO2	100.0	0
CCCS(=O)(=O)NCc1ccco1	99.0	-0.6
COc1ccc2c(c1)CN(CCc1ccc(Cl)cc1)CO2	101.0	0
CCc1ccc(S(=O)(=O)c2cn(Cc3ccccc3)c3cc(F)c(F)cc3c2=O)cc1	103.0	-0.4

Looked up above:
PV pol inh, `CCN(CC)S(=O)(=O)c1ccc(S(=O)(=O)N2CCN(C)CC2)cc1` stands at 101.0
PV pol inh FP z-score, `Cc1c(Cl)cccc1NC(=O)CSc1nc(=O)n(Cc2ccncc2)c2c1CCC2` stands at 0.6

More entries follow.
Structure	PV pol inh	PV pol inh FP z-score
CC(C)/C=c1/[nH]c(=O)/c(=C/c2ccccc2)[nH]c1=O	106.0	0.2
O=C(CCC(=O)N1CCC(c2ccccc2)=N1)N1CCN(c2ccccc2)CC1	100.0	-0.3
CC(C)CN(CC(C)C)C(=O)C1c2ccccc2Oc2ccccc21	103.0	0.5
O=C(Nc1ccccc1)c1ccn(C(=O)c2ccccc2)n1	108.0	0.5
Cc1cccc(-c2nc(CCNC(=O)c3ccco3)cs2)c1	108.0	0.1
O=C(CSC1=Nc2ccccc2N=C(c2ccc(F)cc2)C1)NCc1ccc(Cl)cc1	108.0	0.2
CC(C(=O)N1CCCC1)N1CCN(c2ccc(F)cc2)CC1 (centres undefined)	98.0	-1.1
CC(=O)N(CCOc1ccccc1)CCOc1ccccc1	109.0	0.7
Nc1nc2sc3c(c2cc1C(=O)NCC(=O)O)CCCC3	102.0	0.6
O=c1c2sccc2n(Cc2cc(=O)n3ccccc3n2)c(=O)n1-c1cc(F)ccc1F	104.0	-0.3
S=C1NCN(Cc2ccncc2)CN1	103.0	-0.1
Cc1ccc2[nH]c3c(c2c1)CCCC3NC1CCCCC1 (centres undefined)	104.0	0.6
O=C1S/C(=C\c2ccccc2)C(=O)N1CN1CCOCC1	100.0	-0.7
COc1ccc(Nc2cc(C(=O)NCCc3ccccc3)c3ccccc3n2)cc1OC	114.0	1.6
CCOC(=O)/C(C#N)=C1\C(=O)Nc2ccccc21	101.0	-0.3

Reformatted with two lines to a compound: five of the compounds above.
Each structure is followed by: PV pol inh, PV pol inh FP z-score
O=C1S/C(=C\c2ccccc2)C(=O)N1CN1CCOCC1
→ 100.0, -0.7
CC(C)CN(CC(C)C)C(=O)C1c2ccccc2Oc2ccccc21
→ 103.0, 0.5
S=C1NCN(Cc2ccncc2)CN1
→ 103.0, -0.1
O=c1c2sccc2n(Cc2cc(=O)n3ccccc3n2)c(=O)n1-c1cc(F)ccc1F
→ 104.0, -0.3
O=C(CCC(=O)N1CCC(c2ccccc2)=N1)N1CCN(c2ccccc2)CC1
→ 100.0, -0.3

Following part
Structure	PV pol inh	PV pol inh FP z-score
C=CCN1C(=O)c2oc3ccccc3c(=O)c2C12C(=O)N(C)c1ccccc12 (centres undefined)	101.0	-0.3
O=c1ccc(-c2ccc(S(=O)(=O)NCCC3=CCCCC3)s2)n[nH]1	104.0	0.3
Cc1ccc(S(=O)(=O)c2cnc(SCC(=O)N3CCCc4ccccc43)[nH]c2=O)cc1	103.0	-0.1
Cc1cc2ncc(-c3ccnc(SCc4c(Cl)cccc4Cl)n3)c(C)n2n1	107.0	0.6
Cc1noc(C)c1CSCC(=O)Nc1nccs1	104.0	0.2
Cc1oncc1C(=S)Nc1ccccc1	99.0	-1
CN(C)c1cccc(NC(=O)c2ccncc2)c1	101.0	-0.4
C=CCn1c(=O)c2ccccc2n2c(SCC(N)=O)nnc12	103.0	0.2
COC(=O)c1cc(-c2ccccc2)c(N2CCCC2)s1	102.0	0
CN(C)c1ccc(NC(=O)COc2ccc(C#N)cc2)cc1	102.0	0.2
CC(Sc1nncn1C(C)C)C(=O)c1c[nH]c2ccccc12 (centres undefined)	110.0	1.4
Cc1ccc(NC2=NCCS2)c(C)c1	100.0	-0.1
Cc1nn(CCc2nc(C(C)(C)C)cs2)c2[nH]c(=O)cc(C(F)(F)F)c12	96.0	-2.9
CCCCOc1ccc(S(=O)(=O)Nc2ccc(-c3ccc(N4CCC(C)CC4)nn3)cc2)cc1	108.0	0.5
Cn1c(=O)n(Cc2ccco2)c(=N)c2c3c(sc21)CCCC3	102.0	0.4
COc1ccc(NC(=O)C2CCN(S(=O)(=O)c3cccc(-c4noc(C)n4)c3)CC2)cc1OC	100.0	-1.1
Cc1ccc(Sc2c(C)[nH]n(C(C)(C)C)c2=O)cc1	104.0	0.5
C=CCC(CC=C)(CNC(=O)C(=O)Nc1ccc(C)cc1)c1ccccc1	107.0	0
COc1cccc(NC(=O)CCN2C(=O)c3ccccc3Sc3ncccc32)c1	110.0	0.6
CCc1ccc(NC(=O)c2sc3[nH]c(=O)c(C(=O)O)cc3c2N)cc1	97.0	-0.4
O=C(Nc1ccc(Cl)cc1)Nc1cccc(-c2cn3cccnc3n2)c1	103.0	0.4
O=C(Cc1ccccc1)Oc1ccc(C2SCCS2)cc1	104.0	0.3
CCN(CC)CCNC(=O)C1CCCN(c2nnc(C)c3c(C)n(-c4ccc(Cl)cc4)nc23)C1 (centres undefined)	103.0	-0.5
CC1=C(c2ccccc2)[N+](=O)C2(CCCC2)N1[O-]	101.0	0
Cc1cccc(C)c1NC(=O)C1CCN(S(=O)(=O)c2cccc3nsnc23)CC1	106.0	-0.8
CCN(CC(=O)NC1CCS(=O)(=O)C1)c1nc(-c2cccnc2)nc2sc3c(c12)CCCC3 (centres undefined)	103.0	0.1
CC(=O)Nn1c(=O)[nH]c2ccccc2c1=O	102.0	0.4
O=C(Cn1c(=O)n(Cc2ccco2)c(=O)c2ccccc21)Nc1cccc(F)c1	104.0	-0.7
Cc1ccc(CNC(=O)C2COc3ccccc3C2)cc1 (centres undefined)	117.0	2.4
Cc1cccc(C(=O)N2c3ncnn3C3(CCCCC3)[C@@H]3CCCC[C@@H]32)c1	103.0	0
CC(C)OC(=O)c1cc(C(=O)c2cc(F)ccc2O)coc1=N	102.0	0.1
Cc1cccc(OCCSc2nc3ccc(NC(=O)COc4ccccc4C)cc3s2)c1	102.0	-1
CC(=C1C(=O)NC(=O)NC1=O)c1ccc(N)cc1	98.0	-0.4
COC(=O)c1cc(NC(=O)c2cnc(SC)nc2-c2ccccc2)cc(C(=O)OC)c1	102.0	0
CC(Nc1nnnn1-c1ccccc1)c1ccccc1 (centres undefined)	106.0	0.5

Bioassay records (PubChem BioAssay)
